High-throughput results (PubChem)
SSB-PriA inh = K. pneumoniae PriA-SSBct interaction inhibition | AlphaScreen SSBct-PriA binding, biotinylated peptide | inhibition, % at 33 µM | AID 1272365 | 430,000 tested, 0.6% active; in the data active means inhibition mostly above about 37%, no sharp cut-off; inactive means mostly below about 20%;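 further: plate controls were negative control peptide for no effect and reference peptide for full effect; strong numbers were not always called active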
PrPC surface inh = inhibitors of human cell surface prion protein PrPC | TR-FRET read-out | inhibition, % at 13.8 µM | 370,000 tested, 0.43% active; in the data active means inhibition above about 24%; further: 0% = median of the test wells and 100% = reference compound wells
MazEF act = MazEF (E. coli) toxin RNase activation. P0AE70. FAM/BHQ RNA-DNA oligo cleavage fluorescence, 5 h. activation, % at 20 µM. 350,000 tested, 0.32% active. AID 504720; in the data active means activation above about 50%
Target sequence (P0AE70 whole entry, looked up): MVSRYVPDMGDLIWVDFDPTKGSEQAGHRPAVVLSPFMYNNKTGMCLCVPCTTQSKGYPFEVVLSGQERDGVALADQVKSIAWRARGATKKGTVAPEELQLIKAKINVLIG
DUSP3 inh = inhibitors of human VHR1 phosphatase (DUSP3) | 290,000 tested, 0.52% active | inhibition, % at 13.3 µM | recombinant VHR phosphatase, pNPP absorbance; in the data active means inhibition above about 50%; further: some compounds called inactive have numbers as strong as hits
Target sequence (P51452 whole entry, looked up): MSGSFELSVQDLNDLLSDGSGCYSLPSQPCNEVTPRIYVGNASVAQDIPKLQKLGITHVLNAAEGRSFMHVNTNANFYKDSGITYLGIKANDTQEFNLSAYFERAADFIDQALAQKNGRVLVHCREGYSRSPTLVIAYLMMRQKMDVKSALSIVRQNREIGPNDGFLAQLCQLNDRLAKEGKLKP
3CLpro inhibitor = SARS-CoV 3CLpro protease inhibition; AID 1706; recombinant SARS-CoV 3CLpro, quenched FRET peptide cleavage; P0C6X7; 290,000 tested, 0.14% active; inhibition, % at 6 µM; in the data active means inhibition above about 12%
Rv3671c inh = Rv3671c (M. tuberculosis) protease inhibition; P9WHR9; inhibition, % at 5.96 µM; 320,000 tested, 0.048% active; AID 2606; in the data active means inhibition above about 38%;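 further: extracellular domain of Rv3671c used as enzyme; 0% = enzyme with DMSO and 100% = no enzyme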
Target sequence (P9WHR9 whole entry, looked up, the tested form may be a part): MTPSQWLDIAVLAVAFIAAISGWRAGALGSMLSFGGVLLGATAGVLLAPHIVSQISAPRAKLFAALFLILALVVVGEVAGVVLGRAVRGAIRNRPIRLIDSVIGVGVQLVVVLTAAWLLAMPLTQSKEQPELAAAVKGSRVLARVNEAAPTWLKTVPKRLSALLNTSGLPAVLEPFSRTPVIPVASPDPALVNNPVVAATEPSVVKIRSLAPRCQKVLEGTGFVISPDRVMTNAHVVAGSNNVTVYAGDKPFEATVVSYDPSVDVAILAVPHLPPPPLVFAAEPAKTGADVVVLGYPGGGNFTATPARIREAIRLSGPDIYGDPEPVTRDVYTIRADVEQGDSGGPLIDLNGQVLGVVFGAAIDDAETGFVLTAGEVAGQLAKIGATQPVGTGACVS
Y pestis TopoI = blocks Yersinia pestis topoisomerase I activity. Y. pestis Topo-I cleavage product accumulation, plate reader. activity, % at 10 µM. 360,000 tested, 0.064% active. AID 504884; in the data active means activity above about 50%, passing the limit was not always enough; further: inactives centre near 2
CCHFV vOTU inh = blocks the CCHF virus ovarian tumor domain protease | CCHFV vOTU protease, Pep-AMC fluorescence | inhibition, % at 11.5 µM | 370,000 tested, 0.55% active | AID 651958; in the data active means inhibition above about 30%; further: 0% = vehicle wells with enzyme and 100% = no enzyme wells
TcdB inh = inhibitors of Clostridioides difficile toxin B glycohydrolase | P18177 | TcdB glycohydrolase enzymatic assay, plate reader | 350,000 tested, 0.24% active | inhibition, % at 9.99 µM; in the data active means inhibition above about 10%
BH1578 lux ind = induces V. cholerae light production without autoinducers; activation, % at 18.7 µM; AID 588436; V. cholerae BH1578 lux reporter, luminescence, 6 h; 350,000 tested, 0.16% active; in the data active means activation mostly above about 9.7%, no sharp cut-off; further: not every result past the cut was called active; inactives centre near 0; reference of the scale not given here
Starred values were filed as active, the others as inactive; i = inactive; · = no result given; & = joins results of further samples.

SMILES	SSB-PriA inh	PrPC surface inh	MazEF act	DUSP3 inh	3CLpro inhibitor	Rv3671c inh	Y pestis TopoI	CCHFV vOTU inh	TcdB inh	BH1578 lux ind
CC(=O)OC(COc1ccccc1)Cn1cnc2ccccc21 (stereo unspecified)	-4.0	-5.1	11.5	-9.2	0.1	6.0	3.3	8.7	2.0	-0.6
Cc1ccc(NS(=O)(=O)c2cc(C(=O)N3CCc4ccccc4C3)ccc2Cl)cc1	9.5	5.0	-1.9	24.9	1.3	-12.3	18.8	-12.1	2.3	i
CC(C(=O)NC1CCCC1)N1CCN(S(=O)(=O)c2ccccc2Cl)CC1 (stereo unspecified)	3.0	-0.1	6.4	·	·	·	-3.7	-0.9	0.7	i
Cc1ccccc1N=Cc1cccc(O)c1O	28.1	·	4.8	-8.5	3.0	-3.2	-2.8	·	·	-0.2
Cc1cccn2c(=O)c(C=NCCO)c(Nc3ccc(Cl)cc3)nc12	·	-0.1	·	10.6	0.9	-1.8	·	-18.9	-0.8	·
CCCCOC(=O)c1ccc(NC(=O)c2cc(Cl)c(Cl)cc2C(=O)O)cc1	4.0	9.8	5.4	33.9	4.5	-7.1	-2.8	-5.4	0.7	-0.4
O=C(Nc1ccccc1C(=O)NCc1ccco1)c1ccccc1	3.7	8.3	-5.4	10.5	-6.5	2.5	-0.1	22.6	·	10.1
Cc1ccc(SCC(=O)OCC(=O)N(CC(C)C)C2CCS(=O)(=O)C2)cc1C (stereo unspecified)	-5.0	-6.3	1.4	·	·	-1.8	19.4	-1.7	0.8	-2.9
CC1=C(C(=O)OCCOc2ccccc2)C(c2ccsc2)NC(=O)N1C (stereo unspecified)	-4.8	7.1	-6.5	33.6	3.3	-9.6	21.6	-2.9	2.1	-0.5
Cc1ncc([N+](=O)[O-])n1CC(=O)Nc1ccc2c(c1)OCO2	-4.4	-5.8	6.4	4.5	-1.3	1.6	3.6	1.9	-0.2	-0.6
CC(=O)C1(C)N(O)C(C)(C)C(c2cccs2)=[N+]1[O-] (stereo unspecified)	0.2	-3.8	12.8	39.3	0.6	-4.3	2.2	-8.0	-2.3	i
CN1CCN(Cc2nnc(-c3ccccc3)o2)CC1	-6.1	6.8	-0.9	9.6	-2.7	-1.9	0.7	-10.2	0.1	-0.5
OC(COCc1ccc2c(c1)OCO2)CN1CCN(Cc2ccccc2)CC1 (stereo unspecified)	-6.5	-7.2	-11.0	10.4	0.6	-0.1	3.9	4.2	·	i
Cn1ccnc1SCC(=O)c1ccc2ccccc2c1	17.3	0.4	12.9	20.2	3.6	-1.6	13.0	3.5	1.2	-1.4
C[C@H](CO)N1C[C@H](C)[C@@H](CN(C)C(=O)Nc2ccc(C(F)(F)F)cc2)Oc2c(NC(=O)Nc3ccccc3)cccc2C1=O	-3.6	-6.9	4.4	·	·	-16.4	18.2	3.3	-0.9&2.2	i
CCc1nc2ccc(C(=O)N(C)CC(=O)Nc3ccccc3C(F)(F)F)cc2nc1CC	-9.3	-1.6	-0.2	·	·	4.4	6.5	14.7	3.0	-1.1
COc1ccc(C(c2nnnn2Cc2ccccc2)N2CCN(c3nc4ccccc4s3)CC2)cc1 (stereo unspecified)	-4.4	-1.1	-2.4	28.0	5.3	1.7	-5.4	5.5	·	i
COc1ccccc1CNC(=O)COC(=O)CNS(=O)(=O)c1ccc(C)cc1	4.6	4.4	0.5	-19.7	2.5	6.5	13.0	-2.8	1.2	-0.5
Cc1nc2ccccc2c(=O)n1-c1ccc(Br)cc1[N+](=O)[O-]	-1.4	-15.4	0.6	6.5	2.5	1.9	1.8	-9.2	0.8	-0.1
CC(C)(C)c1ccc(O)c(/C=N\O)c1	·	0.3	-3.2	26.1	1.1	1.2	-6.8	12.4	·	i
O=C(Nc1nc2ccccc2c(=O)s1)c1ccc(F)cc1Cl	-6.8	-4.6	3.2	-3.8	1.6	-11.7	-2.9	5.2	2.5	-1.0
CCOc1cccc(N2C(=O)CC(N3CCN(c4ccc(S(=O)(=O)CC)cc4)CC3)C2=O)c1 (stereo unspecified)	-12.9	-6.8	-0.2	2.1	-4.5	3.5	-6.7	-20.5	·	-0.9
CCn1c2ccccc2c2cc(/C(C)=N/O)ccc21	·	4.6	5.8	9.6	-1.1	-3.0	24.9	3.4	·	i
c1ccc(CCN2CN(CCCN3CCOCC3)c3nc4ccccc4n3C2)cc1	-1.4	-0.3	5.9	25.6	-2.7	2.1	6.6	0.8	·	i
CC(CCc1ccccc1)NC(=O)CCC1CCCC1 (stereo unspecified)	-13.8	4.6	-0.5	·	·	-0.7	15.6	-5.1	1.6	i

Single records, from the list above. Screens in order: SSB-PriA inh, PrPC surface inh, MazEF act, DUSP3 inh, 3CLpro inhibitor, Rv3671c inh, Y pestis TopoI, CCHFV vOTU inh, TcdB inh, BH1578 lux ind
`CC(=O)C1(C)N(O)C(C)(C)C(c2cccs2)=[N+]1[O-]` (stereo unspecified) across the screens: 0.2, -3.8, 12.8, 39.3, 0.6, -4.3, 2.2, -8.0, -2.3, i
`CCOc1cccc(N2C(=O)CC(N3CCN(c4ccc(S(=O)(=O)CC)cc4)CC3)C2=O)c1` (stereo unspecified) across the screens: -12.9, -6.8, -0.2, 2.1, -4.5, 3.5, -6.7, -20.5, ·, -0.9
`Cc1ccc(NS(=O)(=O)c2cc(C(=O)N3CCc4ccccc4C3)ccc2Cl)cc1` across the screens: 9.5, 5.0, -1.9, 24.9, 1.3, -12.3, 18.8, -12.1, 2.3, i
`CC(C(=O)NC1CCCC1)N1CCN(S(=O)(=O)c2ccccc2Cl)CC1` (stereo unspecified) across the screens: 3.0, -0.1, 6.4, ·, ·, ·, -3.7, -0.9, 0.7, i

(listing goes on)
SMILES	SSB-PriA inh	PrPC surface inh	MazEF act	DUSP3 inh	3CLpro inhibitor	Rv3671c inh	Y pestis TopoI	CCHFV vOTU inh	TcdB inh	BH1578 lux ind
Cc1ccc(C)c(NS(=O)(=O)c2ccc(-c3cnc(C4CC4)o3)cc2)c1	12.8	9.5	9.1	39.4	1.7	-27.3	16.8	18.1	1.0	2.5
Cn1c(=O)c(Oc2cc(Cl)cc(Cl)c2)nc2ccccc21	-10.3	-3.3	-15.7	-1.8	-0.3	9.2	-3.8	9.8	·	-0.9
CSC(=S)N/N=C(\C)c1ccccc1	·	-6.5	-22.5	14.7	4.3	4.4	3.6	-6.3	0.6	i
CCC1(CC)Cc2ccccc2C(Nc2c(C)n(C)n(-c3ccccc3)c2=O)=N1	-13.9	-0.2	15.4	28.6	-8.6	-4.5	8.0	-7.4	·	i
O=C(NCCc1cccs1)Nc1nnc([C@H]2C[C@H](O)[C@@H](CO)O2)s1	·	7.2	·	·	·	·	5.8	15.6	-2.6	i
CC1CCCC(C)N1C(=O)/C=C/c1ccc(S(=O)(=O)N2CCOCC2)cc1 (stereo unspecified)	4.8	1.8	13.7	·	·	·	21.1	8.1	2.6	-0.7
O=C(NCc1nc2ccccc2[nH]1)c1cccc(S(=O)(=O)N2CCCC2)c1	2.0	7.8	-18.8	39.1	1.2	-11.7	5.4	-16.5	·	-0.2
O=C(Nc1ccc2nc(-c3ccc4nc[nH]c4c3)[nH]c2c1)c1cccs1	10.2	0.4	1.2	6.5	-7.5	-33.8	3.4	1.4	·	-3.1
CCn1ncc([N+](=O)[O-])c1C(=O)Nc1nc2cccc(C)c2s1	1.3	3.2	-0.1	5.6	1.2	0.0	-5.4	-4.8	-0.3	-0.2
Cc1cccc(C)c1NC(=O)c1ccc(N2CCCC2=O)cc1	-5.3	2.7	2.4	·	·	-0.9	0.8	-1.3	0.1	1.5
CCOc1ccc2[nH]c(=O)c(CN(CC3COCCO3)C(=O)C3CC3)cc2c1 (stereo unspecified)	-14.6	0.4	-15.1	0.0	0.2	-0.4	5.9	-2.0	·	-0.6
O=c1cc(CO)occ1OCc1c(F)cccc1Cl	-6.2	-1.1	4.3	20.4	-1.9	1.4	-2.3	-7.2	0.1	-0.3
NS(=O)(=O)c1cccc(C(=O)N2CCCc3ccccc32)c1	·	5.0	-8.9	·	·	·	0.6	0.1	0.7	0.4
O=C(Nc1cccc(F)c1)c1ccc(-c2ccccc2C(F)(F)F)o1	·	3.6	·	-3.6	2.0	·	·	10.1	-0.2	·
COc1ccc(C(=O)Nc2ccc3ncccc3c2)cc1	4.2	7.1	1.3	9.4	0.4	-0.1	0.7	-5.9	1.3	i
CC1=C/C(=N\S(=O)(=O)c2ccccc2)C(C(C)C)=CC1=O	·	0.2	1.6	32.5	-5.3	-4.7	-11.2	23.7	2.5	-0.4
CC(=O)NC(Cc1ccccc1)C(=O)N1CCN(C(=O)c2cccs2)CC1 (stereo unspecified)	-5.0	-4.6	3.6	7.1	0.6	0.1	12.9	-2.3	·	0.0
O=C(CSc1nc2ccsc2c(=O)n1Cc1ccc(C(=O)O)cc1)NCc1ccco1	5.1	-3.0	0.6	-5.6	-3.6	-5.1	-3.9	5.0	·	-0.2
O=C(CCCn1cc([N+](=O)[O-])cn1)Nc1ccc2c(c1)OCO2	0.1	1.8	-3.3	14.1	1.0	0.8	-5.2	13.1	1.4	i
CCCCN(C(=O)c1ccc(-c2ccc([N+](=O)[O-])cc2)o1)c1c(N)n(CC(C)C)c(=O)[nH]c1=O	-3.2	-7.7	-0.4	·	·	5.2	8.2	-7.9	0.5	-0.7
Clc1cccc(NCc2nnc(SCc3ccccc3Cl)o2)c1	-8.2	7.8	-1.4	14.5	6.9	-11.7	33.9	0.5	·	-0.6
O=C(N/N=C/c1cn(-c2ccccc2)nc1-c1cc2ccccc2o1)c1ccncc1	·	3.7	-1.3	-5.3	2.0	-102.1	28.5	-0.3	·	-0.2
CC(=O)Nc1ccc(CNc2nc3cc(-c4cccc(C(F)(F)F)c4)sc3c(=O)n2C)cc1	·	-64.3	·	·	·	·	6.5	11.5	1.0	-0.8
O=C(Nc1cc(S(=O)(=O)N2CCCCC2)ccc1O)c1ccccc1NS(=O)(=O)c1ccc(F)c(F)c1	7.3	1.5	-4.2	7.8	9.3	-52.3	5.7	16.1	-0.2	-0.7
O=C(Nc1ccccc1)c1c(O)[nH]c(=S)[nH]c1=O	-19.8	4.2	-13.5	·	·	-15.8	-5.6	-6.0	1.8	-9.1

The list goes on.
SMILES	SSB-PriA inh	PrPC surface inh	MazEF act	DUSP3 inh	3CLpro inhibitor	Rv3671c inh	Y pestis TopoI	CCHFV vOTU inh	TcdB inh	BH1578 lux ind
Cc1ccc2[nH]c(=O)cc(C(=O)OC(C)C)c2c1	-11.0	4.0	-6.3	21.5	-0.8	0.5	6.8	-4.2	1.7	1.2
O=C(O)c1cc(S(=O)(=O)N2CCCCC2)ccc1N1CCCCC1	-7.1	10.0	-0.9	·	·	7.3	0.7	-2.1	0.8	0.0
C=CCN(Cc1nc(-c2cc(OC)ccc2OC)oc1C)C1CCS(=O)(=O)C1 (stereo unspecified)	1.4	-17.1	2.0	30.5	5.0	-6.3	-3.7	-8.4	0.5	-0.3
COC(=O)CCCC(=O)Nc1ccc(Br)cc1	-10.4	-5.7	3.6	22.9	5.7	7.4	-3.8	7.9	1.6	i
CC(C)=C1SC(N2CCN(c3ccc(C)cc3)CC2)=NC1=O	4.0	-5.4	-19.2	35.8	-1.5	-3.3	-8.0	-4.2	·	i
CC(C)OCC1CC(CC(=O)Nc2ccc([N+](=O)[O-])cc2)C(=O)O1 (stereo unspecified)	-2.7	-9.8	3.7	5.6	1.7	-5.7	-3.7	-8.9	0.2	-1.4
O=C(O)Cn1c(CCS(=O)(=O)c2ccc(Br)cc2)nc2ccccc21	-11.2	0.7	0.4	-7.0	3.2	-0.8	3.9	4.5	0.6	0.1
Cc1ccc(-c2nn3c(C)nnc3s2)cc1NC(=O)COc1ccc(Cl)cc1	0.2	-4.7	13.2	17.0	-3.1	-4.3	19.9	-0.3	-0.6	-0.1
CCOC(=O)C1CCN(C(=O)Cc2c(F)cccc2Cl)CC1	7.4	6.6	-1.3	-5.7	0.6	-9.0	4.6	4.0	0.0	1.6

Copied from the list.
MazEF act with CCOc1ccc2[nH]c(=O)c(CN(CC3COCCO3)C(=O)C3CC3)cc2c1 (stereo unspecified) reads -15.1
Y pestis TopoI with O=C(O)c1cc(S(=O)(=O)N2CCCCC2)ccc1N1CCCCC1 reads 0.7

This is a subset; count on the stated rates, not on these rows.
